High-throughput results from PubChem.
C diff growth – inhibitors of Clostridium difficile growth. Clostridium difficile clinical isolate growth, OD600, 24 h; hits give low values. 86,000 tested, 0.25% active. growth activity, negative = inhibition, % at 16 µg/mL (by protocol). AID 1259249;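 active means mean growth activity at or below -80% and every replicate also at or below -80%; inconclusive means mean at or below -80% but some replicate above -80%; inactive means mean growth activity above -80%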;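 further: 0% = DMSO wells and -100% = levofloxacin 16 µg/mL wells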
KDM4C inh – inhibitors of human demethylase GASC-1 KDM4C; inhibition, % at 12.5 µM; 96,000 tested, 0.15% active; GST-KDM4C 2-372, H3K9me3 peptide, LANCE TR-FRET; AID 720574;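 active means mean replicate inhibition above about 25%, with at least 55% of replicates also reaching it, limit read from the data, passing the limit was not always enough; inconclusive means only one of those two conditions met; inactive means neither condition met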
Target sequence (Q9H3R0 2-372 limits assumed): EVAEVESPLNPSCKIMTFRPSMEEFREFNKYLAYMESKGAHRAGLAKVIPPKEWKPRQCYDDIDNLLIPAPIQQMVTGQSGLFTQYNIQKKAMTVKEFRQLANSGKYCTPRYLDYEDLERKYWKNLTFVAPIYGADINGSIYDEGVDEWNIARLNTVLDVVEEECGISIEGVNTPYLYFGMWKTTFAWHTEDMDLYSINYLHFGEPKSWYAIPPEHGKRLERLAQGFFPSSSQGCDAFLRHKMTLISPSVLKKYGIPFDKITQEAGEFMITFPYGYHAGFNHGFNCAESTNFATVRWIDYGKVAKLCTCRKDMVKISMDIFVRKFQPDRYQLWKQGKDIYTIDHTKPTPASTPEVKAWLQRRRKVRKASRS
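Material: N-terminal GST-fused human GASC-1 (KDM4C) fragment, residues 2-372. Input: 10 nM enzyme. Incubation: enzyme reaction 30 min, then detection 60 min, both room temperature. Doses: one test concentration per compound. Read-out basis: inhibition from TR-FRET ratio decrease. Detection: LANCE TR-FRET, excitation 340 nm, emissions 618 and 671 nm.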
Pf Dd2 growth – P. falciparum Dd2 growth inhibition; SYBR Green, 72 h; hits give low values; activity change, % at 10 µM; 94,000 tested, 2.3% active; in the data active means activity change below about -80%; inconclusive means no clear call, values can overlap the other calls
Tcruzi prolif – blocks T. cruzi growth in NIH3T3 culture. T. cruzi beta-gal in NIH3T3, GalScreen luminescence, 90 h. inhibition, % at 8.34 µM. 77,000 tested, 5.9% active;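 active means mean inhibition above about 93%, with at least 55% of replicates each passing it, limit read from the data, passing the limit was not always enough; inconclusive means only one of those two conditions holds; inactive means neither condition holds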
The depositor's hits bear a star; u = inconclusive; x = not tested or not shown. Hits appear at their usual frequency; 6.8% or so of the library scored in one or more.

SMILES	C diff growth	KDM4C inh	Pf Dd2 growth	Tcruzi prolif
O=C(C[C@H]1CC[C@H]2[C@@H](COC[C@@H](O)CN2S(=O)(=O)c2ccccc2)O1)NCC1CCCCC1	x	2.0	-2	-11
CCCC#Cc1ccc([C@H]2[C@@H](CO)N(C(C)=O)[C@@H]2CNC(=O)C2CCC2)cc1	-8	-1.1	-33	x
COc1cccc(S(=O)(=O)N[C@@H]2CC[C@@H](CCn3cc(-c4ccccc4OC)nn3)O[C@@H]2CO)c1	-1	-2.3	-40	54
C[C@@H]1CCCCO[C@H](CN(C)Cc2ccccc2)[C@H](C)CN([C@@H](C)CO)C(=O)c2cc(NS(=O)(=O)c3ccc(Cl)cc3)ccc2O1	4	-1.8	-35	102*
O=C(Nc1ccc(Cl)cc1)N1C[C@H]2[C@@H](c3ccccc31)[C@H](CO)N2C(=O)C1CC1	0	-0.5	37	-6
CC(C)C#Cc1ccc([C@@H]2[C@@H](CO)N3C(=O)CN(C(=O)NC4CCCC4)C[C@@H]23)cc1	-20	-0.5	-2	x
COc1ccc2c3c(n(C)c2c1)[C@@H](CO)N(C(=O)C1CCCC1)CC31CN(C)C1	-1	0.6	3	x
C[C@@H]1CN([C@@H](C)CO)S(=O)(=O)c2ccc(C#CC3CC3)cc2O[C@@H]1CN(C)Cc1ccncc1	-3	2.4	-35	85
CN1C(=O)c2cc(NC(=O)Cc3cccs3)ccc2OC[C@@H]2O[C@@H](CC(=O)NCCCN3CCOCC3)CC[C@H]21	-5	3.2	1	-12
CNC[C@@H]1OCCCC[C@H](C)Oc2ccc(NS(=O)(=O)c3cn(C)cn3)cc2C(=O)N([C@H](C)CO)C[C@@H]1C	3	-0.7	26	28
Cc1ccc(S(=O)(=O)Nc2ccc3c(c2)C(=O)N([C@@H](C)CO)C[C@H](C)[C@@H](CN(C)CC2CCCCC2)O3)cc1	-2	-1.2	-7	52
CN(C)CCCNC(=O)[C@@H]1[C@@H](CO)[C@@H]2Cn3c(ccc(-c4ccc(F)cc4)c3=O)[C@H]1N2C	-5	0.9	8	-23
C[C@H]1CN([C@@H](C)CO)C(=O)CCCn2nncc2CO[C@@H]1CN(C)Cc1cccc(C(=O)O)c1	x	0.4	3	17
Cc1noc(C)c1S(=O)(=O)Nc1ccc2c(c1)CC(=O)N([C@@H](C)CO)C[C@@H](C)[C@@H](CN(C)S(=O)(=O)c1ccc(F)cc1)O2	-2	-2.6	-4	23
C[C@@H]1CCCCO[C@@H](CN(C)Cc2ccc(C(=O)O)cc2)[C@H](C)CN([C@H](C)CO)C(=O)c2cc(NC(=O)c3ccccc3)ccc2O1	2	0.7	20	-20
CC(C)NC(=O)N1Cc2cc(C(=O)NC3CCCCC3)nc(-c3cccc(-c4cccnc4)c3)c2[C@H]1CCO	-1	-1.4	-65	x
COc1ccc(C#Cc2ccc([C@H]3[C@@H](CO)N4CCCCN(C(=O)Nc5ccccc5F)C[C@@H]34)cc2)cc1	-8	-1.6	-79	140*
COc1ccc(S(=O)(=O)Nc2ccc3c(c2)C(=O)N([C@H](C)CO)C[C@H](C)[C@@H](CN(C)Cc2ccc(Oc4ccccc4)cc2)O3)cc1	17	-2.4	-28	44
C[C@@H]1CN([C@@H](C)CO)C(=O)Cc2cc(NC(=O)NC3CCCCC3)ccc2O[C@@H]1CN(C)C(=O)Nc1cccc2ccccc12	-3	1.9	10	66
Cc1ccccc1S(=O)(=O)N1CC[C@@H]2[C@H](CO)Nc3ccc(C#Cc4ccccc4)cc3[C@@H]21	1	-0.8	-7	-4

Eleven entries from above, reformatted:
| mol | C diff growth | KDM4C inh | Pf Dd2 growth | Tcruzi prolif |
| --- | --- | --- | --- | --- |
| O=C(C[C@H]1CC[C@H]2[C@@H](COC[C@@H](O)CN2S(=O)(=O)c2ccccc2)O1)NCC1CCCCC1 | x | 2.0 | -2 | -11 |
| CCCC#Cc1ccc([C@H]2[C@@H](CO)N(C(C)=O)[C@@H]2CNC(=O)C2CCC2)cc1 | -8 | -1.1 | -33 | x |
| COc1cccc(S(=O)(=O)N[C@@H]2CC[C@@H](CCn3cc(-c4ccccc4OC)nn3)O[C@@H]2CO)c1 | -1 | -2.3 | -40 | 54 |
| C[C@@H]1CCCCO[C@H](CN(C)Cc2ccccc2)[C@H](C)CN([C@@H](C)CO)C(=O)c2cc(NS(=O)(=O)c3ccc(Cl)cc3)ccc2O1 | 4 | -1.8 | -35 | 102* |
| O=C(Nc1ccc(Cl)cc1)N1C[C@H]2[C@@H](c3ccccc31)[C@H](CO)N2C(=O)C1CC1 | 0 | -0.5 | 37 | -6 |
| CC(C)C#Cc1ccc([C@@H]2[C@@H](CO)N3C(=O)CN(C(=O)NC4CCCC4)C[C@@H]23)cc1 | -20 | -0.5 | -2 | x |
| COc1ccc2c3c(n(C)c2c1)[C@@H](CO)N(C(=O)C1CCCC1)CC31CN(C)C1 | -1 | 0.6 | 3 | x |
| C[C@@H]1CN([C@@H](C)CO)S(=O)(=O)c2ccc(C#CC3CC3)cc2O[C@@H]1CN(C)Cc1ccncc1 | -3 | 2.4 | -35 | 85 |
| CN1C(=O)c2cc(NC(=O)Cc3cccs3)ccc2OC[C@@H]2O[C@@H](CC(=O)NCCCN3CCOCC3)CC[C@H]21 | -5 | 3.2 | 1 | -12 |
| CNC[C@@H]1OCCCC[C@H](C)Oc2ccc(NS(=O)(=O)c3cn(C)cn3)cc2C(=O)N([C@H](C)CO)C[C@@H]1C | 3 | -0.7 | 26 | 28 |
| Cc1ccc(S(=O)(=O)Nc2ccc3c(c2)C(=O)N([C@@H](C)CO)C[C@H](C)[C@@H](CN(C)CC2CCCCC2)O3)cc1 | -2 | -1.2 | -7 | 52 |

The results go on:
SMILES	C diff growth	KDM4C inh	Pf Dd2 growth	Tcruzi prolif
COC(=O)C[C@@H]1CC[C@H]2[C@@H](COc3ccc(NS(=O)(=O)c4ccc(F)cc4)cc3C(=O)N2C)O1	-6	1.7	-7	25
C[C@@H]1CN([C@@H](C)CO)C(=O)c2cc(C#CCc3ccccc3)cnc2O[C@@H]1CN(C)C(=O)C1CCOCC1	0	0.7	5	x
CN1C(=O)c2cc(NC(=O)c3cccc(C#N)c3)ccc2OC[C@H]2O[C@@H](CC(=O)NCCN3CCCC3)CC[C@@H]21	-7	-0.8	-29	26
COc1ccc(NC(=O)Nc2ccc3c(c2)C(=O)N([C@@H](C)CO)C[C@@H](C)[C@H](CN(C)S(=O)(=O)c2c(C)noc2C)OCCCC[C@@H](C)O3)cc1	-2	-1.0	-17	-70
CCCN1C[C@@H](C)[C@H](OC)CN(C)C(=O)c2cc(NS(C)(=O)=O)ccc2OC[C@@H]1C	1	-0.4	13	-37
Cc1noc(C)c1S(=O)(=O)Nc1ccc2c(c1)C(=O)N([C@@H](C)CO)C[C@H](C)[C@H](CN(C)S(=O)(=O)c1ccc(F)cc1)OCCCC[C@@H](C)O2	-4	0.0	-61	79
Cc1noc(C)c1NC(=O)Nc1cccc2c1O[C@@H](CN(C)S(=O)(=O)c1cccs1)[C@@H](C)CN([C@@H](C)CO)C2=O	x	-0.6	24	-43
C[C@@H]1CCCCO[C@@H](CN(C)C(=O)c2ccccc2)[C@H](C)CN([C@@H](C)CO)C(=O)c2cc(NS(=O)(=O)c3ccc(F)cc3)ccc2O1	7	1.9	1	60
C[C@H](CO)N1C[C@H](C)[C@H](CN(C)S(=O)(=O)c2cn(C)cn2)Oc2ccc(NC(=O)Cc3ccccc3)cc2C1=O	x	0.0	6	59
OC[C@H]1[C@H](c2ccc(-c3ccc(F)cc3)cc2)[C@@H]2CN(Cc3ccncc3)CCCCN12	1	1.7	-29	92
Cc1ccccc1-c1ccc([C@H]2[C@@H](CO)N3C(=O)CN(C(=O)Nc4cccc(F)c4)C[C@@H]23)cc1	-2	0.9	-46	x
CNC[C@@H]1Oc2c(NC(=O)Nc3ccc4c(c3)OCO4)cccc2C(=O)N([C@H](C)CO)C[C@H]1C	4	0.7	0	-5
C[C@H](CO)N1C[C@H](C)[C@H](CN(C)C(=O)Nc2ccccc2C(F)(F)F)OCc2ccccc2-c2ccccc2C1=O	0	-0.6	-22	38
COc1ccc(S(=O)(=O)Nc2ccc3c(c2)CC(=O)N([C@@H](C)CO)C[C@@H](C)[C@@H](CN(C)S(=O)(=O)c2ccc(Cl)cc2)O3)cc1	-7	0.4	-29	79
CCS(=O)(=O)N1CCCCN2[C@H](C1)[C@H](c1ccc(-c3ccc(C#N)cc3)cc1)[C@@H]2CO	3	-0.9	-30	23
O=C(Nc1ccc2c(c1)OCO2)N[C@H]1CC[C@@H](CCNC(=O)C2CCCC2)O[C@H]1CO	-2	1.4	-4	x
CC(C)NC(=O)N(C)C[C@H]1Oc2ccc(NC(=O)Nc3ccccc3)cc2C(=O)N([C@@H](C)CO)C[C@@H]1C	0	-0.9	2	9
C[C@@H]1CN([C@@H](C)CO)C(=O)c2cc(NC(=O)Cc3cn(C)c4ccccc34)ccc2O[C@@H]1CN(C)C(=O)Nc1ccc(C(F)(F)F)cc1	3	-2.1	-34	48
C[C@@H]1CN([C@@H](C)CO)C(=O)c2cc(-c3ccncc3)cnc2O[C@@H]1CN(C)C(=O)C1CCC1	x	-1.4	19	37
CO[C@H]1CN(C)C(=O)c2ccc(NC(=O)c3ccccc3F)cc2OC[C@H](C)N(C(C)=O)C[C@@H]1C	x	0.4	-5	-10
CC(C)C(=O)Nc1ccc2c(c1)C(=O)N(C)[C@H]1CC[C@@H](CC(=O)NCc3ccccc3F)O[C@H]1CO2	13	0.5	0	-8
COc1ccccc1-c1ccc([C@@H]2[C@@H](CO)N3CCCCN(C(=O)c4ccncc4)C[C@@H]23)cc1	-1	-0.3	-78	53
COc1ccc(NC(=O)Nc2ccc3c(c2)C(=O)N([C@@H](C)CO)C[C@@H](C)[C@@H](CN(C)C(=O)Nc2c(C)noc2C)OCCCC[C@@H](C)O3)cc1	7	9.6	22	49
C[C@@H]1CN([C@@H](C)CO)C(=O)CCCn2cc(nn2)CO[C@H]1CN(C)Cc1cccc2c1OCCCO2	8	0.6	-6	-5
COc1ccc(S(=O)(=O)Nc2cccc3c2O[C@H](CN(C)S(=O)(=O)c2ccc(C)cc2)[C@H](C)CN([C@@H](C)CO)C3=O)cc1	-14	0.3	6	24
CN1c2ccc(-c3ccc(C#N)cc3)cc2[C@@H]2[C@@H](CCN2C(=O)Nc2ccccc2F)[C@@H]1CO	-12	-6.9	15	84
CNC[C@@H]1OCCCC[C@@H](C)Oc2ccc(NS(=O)(=O)c3cn(C)cn3)cc2C(=O)N([C@H](C)CO)C[C@@H]1C	0	-2.4	42	62
C[C@@H]1CN([C@H](C)CO)C(=O)c2cc(NC(=O)Nc3cccc4ccccc34)ccc2O[C@@H]1CN(C)Cc1ccncc1	-4	-1.4	3	53
O=C(NC[C@H]1N[C@H](CO)[C@@H]1c1ccc(-c2ccccc2)cc1)c1cccc(F)c1	10	-3.4	-3	88
C[C@@H]1CCCCO[C@H](CN(C)S(=O)(=O)c2cccs2)[C@H](C)CN([C@@H](C)CO)C(=O)c2cc(NC(=O)C3CCCCC3)ccc2O1	0	-1.2	-67	6
Cc1noc(C)c1NC(=O)N(C)C[C@H]1Oc2ccc(NS(=O)(=O)c3ccc(Cl)cc3)cc2C(=O)N([C@H](C)CO)C[C@@H]1C	-5	1.2	22	19
COc1ccc(CN(C)C[C@H]2Oc3ccc(NC(=O)C4CC4)cc3C(=O)N([C@H](C)CO)C[C@H]2C)cc1	-2	11	12	-16
CCC(=O)N[C@@H]1CC[C@H](CC(=O)NCC2CCCCC2)O[C@@H]1CO	x	3.3	10	14
C[C@@H]1CN([C@H](C)CO)C(=O)c2ccccc2-c2ccccc2CO[C@@H]1CN(C)S(=O)(=O)c1ccc([N+](=O)[O-])cc1	-5	-0.8	-1	x
Cc1ccc(S(=O)(=O)Nc2ccc3c(c2)C(=O)N([C@H](C)CO)C[C@@H](C)[C@H](CN(C)S(C)(=O)=O)OCCCC[C@@H](C)O3)cc1	-2	-0.4	0	13
O=C(N[C@H]1C=C[C@@H](CC(=O)N2CCOCC2)O[C@@H]1CO)c1cccc(F)c1	x	0.0	15	19
CN(C)C(=O)c1ccc(-c2ccc3c(c2)[C@@H]2[C@@H](CCN2C(=O)C2CCCCC2)[C@H](CO)N3C)cc1	25	1.3	-63	x
COc1ccccc1CNC(=O)C[C@H]1CC[C@H]2[C@@H](COc3ccc(NC(C)=O)cc3C(=O)N2C)O1	-2	-1.3	8	-22
COc1ccc(S(=O)(=O)N(C)C[C@H]2Oc3c(NC(=O)NC4CCCCC4)cccc3C(=O)N([C@H](C)CO)C[C@H]2C)cc1	x	-0.8	-50	-53
CO[C@H]1CN(C)C(=O)c2cc(NC(=O)Nc3ccccc3F)ccc2OC[C@H](C)NC[C@H]1C	x	u	1	-22
CCCNC(=O)N1CC2(CCN(Cc3cccc(OC)c3)CC2)c2c(n(C)c3cc(OC)ccc23)[C@H]1CO	1	-1.0	-72	x
C[C@H](CO)N1C[C@H](C)[C@@H](CN(C)S(=O)(=O)c2ccccc2)Oc2c(NC(=O)c3nc4ccccc4s3)cccc2C1=O	5	-0.8	-28	69
